mcGAS RapidFire: inhibitors of mouse cGAS | 0.18% of 130,000 active | inhibition, % at 12.5 µM | AID 1259397 | recombinant mouse cGAS, cGAMP by RapidFire MS | Q8C6L5;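 active = inhibition of cGAS enzyme activity at or above 60%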;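 also: enzyme stimulated by 45 bp dsDNA with ATP and GTP substrates; cGAMP share of summed cGAMP plus half ATP and half GTP signals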
Target sequence (Q8C6L5 whole entry, looked up): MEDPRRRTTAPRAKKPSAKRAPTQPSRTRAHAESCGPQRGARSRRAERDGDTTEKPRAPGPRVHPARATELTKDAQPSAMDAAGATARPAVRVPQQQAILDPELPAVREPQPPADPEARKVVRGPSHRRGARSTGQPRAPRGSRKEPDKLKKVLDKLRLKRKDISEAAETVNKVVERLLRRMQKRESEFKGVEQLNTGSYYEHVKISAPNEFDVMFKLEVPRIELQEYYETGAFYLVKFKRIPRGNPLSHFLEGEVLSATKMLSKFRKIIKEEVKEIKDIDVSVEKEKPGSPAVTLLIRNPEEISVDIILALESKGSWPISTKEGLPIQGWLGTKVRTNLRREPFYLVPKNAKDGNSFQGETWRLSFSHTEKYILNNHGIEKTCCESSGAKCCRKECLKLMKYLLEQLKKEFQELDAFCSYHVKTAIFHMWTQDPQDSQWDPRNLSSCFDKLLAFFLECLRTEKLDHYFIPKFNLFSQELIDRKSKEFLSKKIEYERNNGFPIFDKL
* marks the source's active call; other numbers are inactive results; & = joins results of further samples.

mcGAS RapidFire	smiles
-11	c1ccc(OCCNCC2CCCCC2)nc1
-1	NC(=O)C(Cc1ccccc1)NC(=O)Cc1cc(F)ccc1F (stereo not given)
-5&-3	CC[N+](CC)(CC(=O)Nc1c(C)cccc1C)Cc1ccccc1
-5	O=C(O)c1ccccc1C1CCN(C(=O)CCCn2cncn2)C1 (stereo not given)
-2	CN(CCCc1ccccc1)CC(=O)NC1(C#N)CCCCC1
0	Cc1ccc(C2Nc3ccccc3C(=O)N2Cc2ccc3c(c2)OCO3)o1 (stereo not given)
-18	Cc1cc(=O)n2nc(C(F)(F)F)nc2n1CC(O)c1ccc(Cl)cc1 (stereo not given)
-5	O=C(c1ccc(Cl)cc1)N1CCN(C(C(=O)N2CCc3ccccc3C2)C2CCCC2)CC1 (stereo not given)

Some values from above:
mcGAS RapidFire with Cc1cc(=O)n2nc(C(F)(F)F)nc2n1CC(O)c1ccc(Cl)cc1 (stereo not given) = -18
mcGAS RapidFire with Cc1ccc(C2Nc3ccccc3C(=O)N2Cc2ccc3c(c2)OCO3)o1 (stereo not given) = 0
mcGAS RapidFire with O=C(c1ccc(Cl)cc1)N1CCN(C(C(=O)N2CCc3ccccc3C2)C2CCCC2)CC1 (stereo not given) = -5

(more compounds)
mcGAS RapidFire	smiles
44	CCCc1cc(=O)[nH]c(Sc2ccc([N+](=O)[O-])cc2[N+](=O)[O-])n1
-6	CCn1cc(NC(=O)N2c3ccccc3CC2C)c2ccccc21 (stereo not given)
1	CC(C)NC(=O)Cn1ccc2ccc(C#N)cc21
-4	CC1CCN(C(=O)CNC(=O)c2ccc(Cl)c(Cl)c2)CC1
-5	COc1ccc(NC(=O)c2cc3ccccc3o2)c([N+](=O)[O-])c1
-6	CN(Cc1ccccc1)C1(CNC(=O)CCC(F)(F)F)Cc2ccccc2C1
2	O[C@@H]1CN(Cc2ccc(Cl)cc2)CC[C@H]1N1CCCCCC1
-12	c1ccc(Sc2ccc3c(c2)OCO3)c(CNC2=NCCN2)c1
-2	COCc1ccc(CN2CCC(CO)(Cc3ccccc3Cl)CC2)o1
-6	NC(=O)C[n+]1cccc(CNC(=O)c2ccc(OC(F)F)cc2)c1
9	CC(C)N(C(=O)CSc1ccc(NC(=O)c2cccc(F)c2)nn1)C(C)C
-8	CN(C)C(=O)Sc1ccccc1NC(=O)c1ccc(F)cc1F
-7	COc1ccc(Cl)cc1NC(=O)N(C)c1ccccc1
-14	COc1ccc2c(c1)CN(C(=O)Nc1cc(C(=O)N(C)C)ccc1C)CC2
0	C=CCn1c(=S)[nH]c2sc(CC)cc2c1=O
-4	CCOC(=O)C1(C)CCCN1C(=O)c1ccccc1 (stereo not given)

2 entries from above, reformatted:
SMILES	mcGAS RapidFire
CC(C)N(C(=O)CSc1ccc(NC(=O)c2cccc(F)c2)nn1)C(C)C	9
CN(C)C(=O)Sc1ccccc1NC(=O)c1ccc(F)cc1F	-8

By substructure, the entries above containing a nitro group on carbon
mcGAS RapidFire	smiles
44	CCCc1cc(=O)[nH]c(Sc2ccc([N+](=O)[O-])cc2[N+](=O)[O-])n1
-5	COc1ccc(NC(=O)c2cc3ccccc3o2)c([N+](=O)[O-])c1

(next part)
mcGAS RapidFire	smiles
-18	COC(=O)CCC(=O)N(Cc1ccccc1Cl)C(C)C
0	O=C(NCc1csc(Br)c1)c1cc(C2CC2)on1
-16	Cc1ccc(CN2CCN(C(=O)c3cnc4ccccn34)C(C)C2=O)cc1 (stereo not given)
-8	Cc1ccsc1CNC(=O)CN1C(=O)c2ccc(Br)cc2C1=O
-2	COC(=O)C(C)OC(=O)CSc1ncnc2sccc12 (stereo not given)
-1	O=c1c(-c2cccc(Cl)c2)[n+]([O-])c2ccccc2n1OCc1cccc(F)c1
-4	CC(C)N(Cc1nccn1C)C(=O)c1cn(Cc2ccccc2F)nn1
-2	CCOC(=O)c1ccc(Nc2nc3nonc3nc2NOC(C)=O)cc1

Rewritten tab-delimited: 5 of the compounds above.
Compound	mcGAS RapidFire
NC(=O)C(Cc1ccccc1)NC(=O)Cc1cc(F)ccc1F (stereo not given)	-1
CC[N+](CC)(CC(=O)Nc1c(C)cccc1C)Cc1ccccc1	-5&-3
O=C(O)c1ccccc1C1CCN(C(=O)CCCn2cncn2)C1 (stereo not given)	-5
CN(CCCc1ccccc1)CC(=O)NC1(C#N)CCCCC1	-2
Cc1ccc(C2Nc3ccccc3C(=O)N2Cc2ccc3c(c2)OCO3)o1 (stereo not given)	0

(list continues)
mcGAS RapidFire	smiles
-25	Cc1ccsc1[C@@H]1CCN(C(=O)c2cccc(OCC(N)=O)c2)C[C@H]1O
7	Cn1c(=O)c2[nH]c(NCc3ccco3)nc2n(C)c1=O
-37	Oc1cccc(-c2nc[nH]c2-c2ccccc2)c1
-8	O=C1NCCN2CCN(C(=O)CCSc3ccc4c(c3)OCCO4)CC12 (stereo not given)
-2	CC(C(=O)Nc1ccc(C(C)(C)C)cc1)N1CCN(C(C)(C)C(N)=O)CC1 (stereo not given)
-14	Oc1[nH]c2ccc(Br)cc2c1N=Nc1ccc2ccccc2n1
4	COc1ccc(CC2NC(=O)c3cnc(-c4cnccn4)nc32)cc1 (stereo not given)
-1	Cn1ccnc1COc1ccc(CN2CCOc3cccc(F)c32)cc1
-6	Cc1cnn(-c2csc(C(N)=O)c2)c1
-3	CCCN(CCC)C(=O)c1cc2c(=O)n3ccccc3nc2n1C
-19	Cc1c(CN2CC[C@H]3CC[C@@H](C2)N3)c(=O)n(-c2ccccc2)n1C
0	CC1Oc2ccccc2OC1C(=O)NCC(c1ccccc1)N(C)C (stereo not given)
-4	Cc1nc2ccccn2c(=O)c1NC(=O)C1CCCC1
5	O=C(NCC(NC(=O)C1CC=CC1)C1CCCCC1)C1CC=CC1 (stereo not given)
-31	CC(C)c1cc(C(=O)NCc2cccnc2N2CCN(C)CC2)nc2ncnn12
-8	COc1ccc(-c2cc(Nc3cccc(OCc4ccccc4)c3)ncn2)cc1
21	C[C@H]1COC2=C1C(=O)C(=O)c1c2ccc2c1CCCC2(C)C
-3	CSc1ccccc1OCc1cc(C(=O)N2CCSCC2)no1
-11	CCNC(=O)NCC1CCN(C2Cc3ccccc3C2)C1 (stereo not given)
-13	N#Cc1cc(Cl)c(Cl)cc1C#N
12	CCc1ccccc1-n1c(SCCN2C(=O)CNC2=O)nc2ccccc2c1=O
-15	CC1CCCCN1CC1CCCN(CCCCCO)C1 (stereo not given)
-3	O=C(NCc1nc(-c2ccccc2)no1)c1csc(-c2cc3ccccc3[nH]2)n1
-7	O=C(CCC1CCN(C(=O)C2CC=CCC2)CC1)NCc1cccc(C(F)(F)F)c1 (stereo not given)
-10	CCOc1coc(C(=O)Nc2cccc(NC(C)=O)c2)cc1=O
0	CCOC(=O)[C@@H]1CSC2(CCN(C(=O)/C=C/c3ccc(C)cc3)CC2)N1
-2	C=C(C)Cn1c(SCC(=O)OCC)nc2c1c(=O)n(C)c(=O)n2C
-10	CNc1nc(C(=O)N2CCC(c3[nH]ncc3-c3cccc(C)c3)CC2)cs1
7	N#CCc1ccc(NC(=O)CNc2ccc(F)cc2Cl)cc1
-5	CCCNc1nnc(SCC(=O)N2CCc3ccccc32)s1
-13	O=C1NC(CCCc2ccccc2)(C2CCNCC2)C(=O)N1Cc1cccnc1 (stereo not given)
-37	COc1ccc(C2COC(=O)C2=N)c(N)c1 (stereo not given)
-1	CN(Cc1ccc[nH]1)C(=O)c1cc(S(=O)(=O)NC2CC2)ccc1Br
2	COCCN(Cc1ccccc1)Cc1ccc(F)cc1
-5	CN1C(=O)COCc2cc(-c3cccnc3)ccc21
-1	CCOC(OCC)c1ccc(C(=O)C2OC2c2ccc(Cl)cc2)o1 (stereo not given)
7	CN1N=C(C(=O)Nc2ccc(-n3ncc4c(=O)[nH]cnc43)cc2)CCC1=O
-18	Cn1c(SCc2nccc(N)n2)nc2ccccc2c1=O
-5	COC(=O)C1CCN(c2ncnc3[nH]ncc23)CC1
-16	COc1cc(C)ccc1OCc1cc(C(=O)N(C)Cc2ncc(C)[nH]2)no1
0	COc1cccc2c1OCC(CN(C)CC1CCN(Cc3ccc(C)o3)CC1)=C2
-2	CC(=O)Nc1ccc(SCC(O)COc2ccccc2)cc1 (stereo not given)
-2	CC=CCn1c(SCCCCCC)nc2c1c(=O)[nH]c(=O)n2C
-7	CCc1ccccc1-n1cc(O)c(C(=O)N(C)Cc2cnccn2)n1
24	NC(=O)N(C(=S)N1CCCCC1)c1ccccc1
-7	CCc1nccn1CC(=O)N1CCCC(O)(CN(C)C)C1 (stereo not given)
1	COc1ccccc1-c1cc(NC2CCNCC2)nc2[nH]ccc12
-6	C=Cc1ccc(Cn2cc(C(=O)NCc3ccco3)sc2=O)cc1
-7	O=C(c1ccc(CNC2CCSC2)cc1)N1CCCC1 (stereo not given)
18	O=C(COC(=O)CCNC(=O)NC12CC3CC(CC(C3)C1)C2)NCC(F)(F)F
13	O=c1[nH]cnc2c1sc(=S)n2-c1ccccc1
3	Cc1nc(-n2nc(-c3ccco3)cc2NC(=O)/C=C\c2ccccc2)[nH]c(=O)c1C
-19	O=[N+]([O-])c1ccc(NN=C2CCCCC2)c(S(=O)(=O)N2CCOCC2)c1
7	Nc1ccsc1C(=O)N1CCCC(CCc2ccccc2F)C1 (stereo not given)
-5	NC(=O)c1cccnc1N1CCN(Cc2ccc(Cl)cc2)CC1
-11&-9	Cc1n[nH]c(C)c1NC(=O)CN1CC(C)CC1c1ccccc1F (stereo not given)

Next results
mcGAS RapidFire	smiles
-5	O=C(Nc1ccc(Cl)c2ncsc12)c1ccc([N+](=O)[O-])cc1
-5	Cc1cnc(C)c(-c2cccc(CN3CCOCC3)c2)n1
-9	CCn1c(C)cc(O)c(C(c2ccccc2OC)N2CCN(c3ccccc3F)CC2)c1=O (stereo not given)
31	CC(Nc1ccc(Cl)cc1Cl)C(=O)O (stereo not given)
9	COC(=O)c1cn(Cc2cccc(OC)c2)nc1S(=O)(=O)N1CCSCC1
-8	O=C(NCCNc1nccc(C2CCCC2)n1)c1ccncc1
-3	CCN(CCN1CCCC1)C1CCCNC1 (stereo not given)
-7	O=C(C1CC2(CCNCC2)CN1)N(CCc1ccccc1)Cc1ccccc1 (stereo not given)
-1	N#Cc1c(N)nc(SCC(N)=O)c(C#N)c1C1CCCCC1
-17	O=C1OCCC1Sc1ncc(C(F)(F)F)cc1Cl (stereo not given)
4	COC(=O)CNC(=O)c1cccnc1Sc1ccccc1Cl
-5	O=C(Nc1ccc(-c2ccn[nH]2)cc1)C1CCCN(Cc2cccc3cccnc23)C1 (stereo not given)
-8	CCc1nn(C)c(Cl)c1CN1CCCn2nc(C(=O)OC)cc2C1
3	Cc1ccccc1OS(=O)(=O)c1cc(Cl)ccc1Cl
0	CC(C(=O)O)N1C(=O)C2C3C=CC(C3)C2C1=O (stereo not given)
0	CCC1CCCN(C(C)c2c(F)cccc2F)C1 (stereo not given)
8	C#CCN(CC=C)Cc1cn[nH]c1-c1cc(OC)c(OC)c(OC)c1
6	CCOC(=O)C1CCCN(C(=O)c2cc(C(C)C)nc3c2c(=O)[nH]c(=O)n3CC)C1 (stereo not given)
3	CN(C(=O)CCNC(=O)C1CCCN(C(=O)Cc2ccc(F)cc2)C1)c1ccccc1 (stereo not given)
-27	CCCc1cn(C2CCN(C(=O)c3cc4c(nc3OC)CCC4)CC2)nn1
-6	CN1CCC(C(=O)N2CC(C)(C)C2c2ccccc2)CC1=O (stereo not given)
3	CN1N=C(C(=O)N2CCC3CCCCC3C2)CCC1=O (stereo not given)
0	COc1cccc(OCc2cc(C(=O)N3C[C@H]4CC[C@H]3C4)n[nH]2)c1
-8	C=Cc1ccc(Cn2c(C)c(C(=O)NCc3cccc(C)c3)sc2=O)cc1
-1	CCCCOc1ccc(C(=O)NCc2nnc(SCC(=O)Nc3nnc(C)s3)n2-c2ccc(F)cc2)cc1
-7	NC(=O)c1ccc(NCCOc2ccc(Cl)cc2Br)cc1Cl
-8	Cc1ccc(-n2ncc3c(C)nn(Cc4ccccn4)c(=O)c32)cc1C
-4	CCCCN(C)C(=O)c1sc(=O)n(Cc2cccc(F)c2)c1C
1	CCOc1ccc2oc(C(=O)OCC(=O)N3C(C)CCCC3C)c(C)c2c1 (stereo not given)
-10	CN=c1scc(-c2ccc(F)cc2)n1N=Cc1ccc(Br)cc1
-3	COc1cccc(-c2ncc(C3NCCc4[nH]cnc43)s2)c1 (stereo not given)
-4	O=C(CSc1nnc2ccccn12)NCc1ccc2c(c1)OCO2
7	CCC(C)NC(=O)CN1C(=O)NC2NC(=O)NC21 (stereo not given)
1	O=S(=O)(c1ccc2ccccc2c1)N1CCN(Cc2cccs2)CC1
-27	CCc1cn[nH]c1C1CCCN(C(=O)c2cc(CC(C)C)nn2CC)C1 (stereo not given)
-6	COC(=O)c1ccccc1NC(=O)c1c2c(nn1C1CCS(=O)(=O)C1)CCC2 (stereo not given)
3	CC(C)(C)OC(=O)N[C@@H](CC(=O)OC1CCCCC1)C(=O)N1CCC2(CC1)C(=O)NCN2c1ccccc1
-2	Nc1nc(Cl)cc(N2CCN(c3nc4cccnc4s3)CC2)n1
6	Cc1ccc(CNC(=O)CCC2CCCN(C(=O)/C=C/c3ccccn3)C2)o1 (stereo not given)
-27&-9	COc1ccccc1OCc1cc(C(=O)N[C@@H]2c3ccccc3C[C@@H]2O)n[nH]1
3	CCc1nc(C)c(C(=O)NC(C)CCc2ccco2)o1 (stereo not given)
-6	COc1ccc(C2CC(c3ccc(Cl)cc3)=Nc3nnnn32)cc1 (stereo not given)
-7	COc1coc(CN2CCOC(Cc3ccccc3)C2)cc1=O (stereo not given)
-17	CCN(Cc1ccncc1)C(=O)C1CC(=O)N(Cc2ccc(C)cc2)C1 (stereo not given)
-6	O=C(NCC1CCC(CNC(=O)c2ccon2)CC1)c1ccon1 (stereo not given)
-3	O=C(Cn1c(NCCCO)nc2ccccc21)c1cccc2ccccc12
-1	CN(C)C(C(=O)N1C[C@@H]2[C@H](C1)[C@H]1CC[C@@H]2O1)c1ccc2c(c1)OCO2 (stereo not given in full)
-4	CC1=C/C(=N/NC(=O)c2n[nH]c3c2CCCC3)CC1
-2	CCN(C(=O)CS(=O)(=O)Cc1ncc(C)o1)c1ccccc1
-1	COc1ccccc1/C=C/CN1CCNC(C(=O)N2CCCC2)C1 (stereo not given)

Bioassay records as filed in PubChem.

Some of the compounds tested; rates above refer to the full screens.
